Source: PubChem BioAssay
12-LOX inh: blocks human arachidonate 12S-lipoxygenase; 580,000 tested, 1.1% active; P18054; Potency, µM (doses to about 108 µM), for the others: top-dose activity change, negative = inhibition, actives largely listed as inhibitors; purified 12hLO, xylenol orange hydroperoxide absorbance; active = well fitted inhibition curve with a large enough effect; inconclusive = small, poorly fitted or top-dose-only effect, or another doubt; inactive = no such curve, though single readings can be large or run the other way
Target sequence (P18054 whole entry, looked up): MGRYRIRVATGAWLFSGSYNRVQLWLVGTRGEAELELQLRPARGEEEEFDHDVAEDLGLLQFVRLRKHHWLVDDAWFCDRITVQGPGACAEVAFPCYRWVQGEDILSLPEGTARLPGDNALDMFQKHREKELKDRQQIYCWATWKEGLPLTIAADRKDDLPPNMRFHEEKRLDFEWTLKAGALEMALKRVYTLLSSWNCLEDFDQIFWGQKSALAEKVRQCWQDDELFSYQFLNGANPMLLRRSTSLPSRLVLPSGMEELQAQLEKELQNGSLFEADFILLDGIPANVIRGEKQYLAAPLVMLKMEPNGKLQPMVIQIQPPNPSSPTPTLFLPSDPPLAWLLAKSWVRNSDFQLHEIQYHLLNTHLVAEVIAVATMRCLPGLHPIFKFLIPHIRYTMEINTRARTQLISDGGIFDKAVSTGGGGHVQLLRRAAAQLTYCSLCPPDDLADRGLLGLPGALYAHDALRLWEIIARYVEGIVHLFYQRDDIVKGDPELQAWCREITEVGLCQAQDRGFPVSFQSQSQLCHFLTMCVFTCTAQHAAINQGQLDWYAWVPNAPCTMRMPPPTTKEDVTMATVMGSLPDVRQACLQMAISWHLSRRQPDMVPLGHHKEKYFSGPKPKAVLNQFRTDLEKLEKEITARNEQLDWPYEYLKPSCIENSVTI
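Purified human 12hLO (150 nM final) in 25 mM Hepes, 0.01% Triton X-100, pH 7.0 was preincubated 15 min at room temperature with compound. Then 40 uM arachidonic acid was added, 30 min. Hydroperoxide was read by Fe-XO absorbance ratio 573/405 nm.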
Starred values were filed as active, the others as inactive; [ ] = remark or other dose. % is scaled to controls: 0 for no effect and ±100 for the full control effect; potency is read from the fitted curve at half-maximal effect.

Results for CC(C)c1cc(N2CCN(C)CC2)n2c(nc3ccccc32)c1C#N ?
12-LOX inh: inconclusive

What do the screens show for `Cc1nc(-c2ccccc2OC2CN(C(=O)c3ccoc3)C2)no1`?
12-LOX inh: -5.0%

What do the screens show for `COc1ccccc1C(O)c1nc(C(=O)Nc2ccc(F)cc2)cs1` (stereo unspecified)?
12-LOX inh: 8.7%

Results for O=C(Nc1ccc(C(F)(F)F)cc1)N[C@H]1[C@H](O)[C@H](O)C[C@@H]1c1ccccc1 ?
12-LOX inh: -2.9%[176 µM]

How did CC(=O)O[C@H]1[C@@H](O)[C@H](O)[C@H](Oc2c(O)c(C)c3c4c2[C@@H](C)CC[C@@H]4[C@@H](C)C[C@@H]3C=C(C)C)O[C@H]1C do in these assays?
12-LOX inh: inconclusive

What do the screens show for `Cc1cccc2c1nc1n2[C@@H](CNS(=O)(=O)c2ccccc2)COC1`?
12-LOX inh: 15.9%[176 µM]

Results for CC(CC(=O)Nc1cnc2ccccc2c1)c1ccccc1 (stereo unspecified) ?
12-LOX inh: 15.8%

How did COC(=O)c1cccc(NC(=O)N2CCc3c(nc4cc(-c5ccccc5)[nH]n4c3=O)C2)c1 do in these assays?
12-LOX inh: 3.3%

Results for O=C(CCC(=O)c1ccc(Cl)cc1)OC1CCCCC1=O (stereo unspecified) ?
12-LOX inh: inconclusive

How did N=CC1=C(O)CC(c2ccccc2)CC1=O (stereo unspecified) do in these assays?
12-LOX inh: inconclusive

Results for O=C(O)c1cccc(-c2ccc(CNC3CCCC3)o2)c1 ?
12-LOX inh: inconclusive

Results for C/C1=C\CCCCc2cc(O)ccc2OC(=O)CC1 ?
12-LOX inh: 3.7%

How did CCOc1ccccc1NC(=O)NCc1c(C)nn(CC)c1C do in these assays?
12-LOX inh: -13.6%

Results for CCOCC(=O)N1CCC2(CC1)CC(Cc1nc(-c3ccncc3)no1)CCO2 (stereo unspecified) ?
12-LOX inh: 29.8%

What do the screens show for `COc1ccc(-n2cc(-c3ccnc(NCCC4CCCN4C)n3)cn2)cc1` (stereo unspecified)?
12-LOX inh: -11.2%

How did CC1(C)C(=O)N(Cc2ccccc2)[C@H]2CN(c3ccnc(N4CCOCC4)c3)C[C@@H]2[S+]1(=O)[O-] do in these assays?
12-LOX inh: -15.5%

Results for N#C/C(=C/c1ccc(-c2cccc(Cl)c2Cl)o1)C(=O)c1ccccc1 ?
12-LOX inh: inconclusive

What do the screens show for `Cc1noc(C)c1C(=O)OC(C)C(=O)NC1CCCC1` (stereo unspecified)?
12-LOX inh: -1.9%

Results for O=C1NCC2(CCN(C(=O)c3ccc(Cl)cc3)CC2)Oc2ccccc21 ?
12-LOX inh: inconclusive

What do the screens show for `CNC(=O)Nc1ccc(C2(C(=O)N3CCN(c4ccccc4)CC3)CCC2)cc1`?
12-LOX inh: 10.4%

What do the screens show for `CC(=O)N1CCC(c2nn(-c3ccc(Cl)cc3)c(=O)[nH]2)CC1`?
12-LOX inh: 19.7%[176 µM]

Results for CCN(CC)C1CCN(C(=O)c2cnn(-c3nccc(-c4ccco4)n3)c2C(C)C)C1 (stereo unspecified) ?
12-LOX inh: 4.6%

Results for COc1ccc(Cl)cc1C(=O)NCc1nnc2c(-c3nc(C(C)C)no3)cccn12 ?
12-LOX inh: 49.7%[activator]

How did COc1cccc(C2Cn3nnc(-c4nc(-c5ccc(C)cc5)no4)c3CO2)c1 (stereo unspecified) do in these assays?
12-LOX inh: -1.0%

What do the screens show for `O=C(N1CCCC1)N1CCN(c2ccc(Cl)nn2)C(=O)C1`?
12-LOX inh: 0.4%[6.33 µM]

Results for Cc1ccc(NC(=O)CCn2cnc3c2c(=O)n(C)c(=O)n3C)cc1Cl ?
12-LOX inh: 15.1%

Results for O=C1CCCCC(Cc2cccnc2)(C(=O)O)N1 (stereo unspecified) ?
12-LOX inh: -2.9%

Results for CC(=O)N1CCC(N[C@H]2C[C@@H](Cc3cc(CN4CCOCC4)on3)C2(C)C)CC1 ?
12-LOX inh: 9.5%[176 µM]

What do the screens show for `COCCCNC(=O)CCc1ccc2c(c1)CN(S(C)(=O)=O)CCO2`?
12-LOX inh: 42.8%[activator]

Results for COCC(C)NC(=O)CCC1CCCO1 (stereo unspecified) ?
12-LOX inh: 0.9%

What do the screens show for `CC(=O)N1CCC2(CC1)OC(=O)N(Cc1ccccc1F)C2(C)c1ccccc1` (stereo unspecified)?
12-LOX inh: 4.2%[176 µM]

Results for Cc1cc(F)ccc1OC1(C(=O)O)CCN(c2ncnc3nc[nH]c23)CC1 ?
12-LOX inh: -6.0%

Results for Cc1c(O)ccc2c(CN3CCCCCC3)cc(=O)oc12 ?
12-LOX inh: inconclusive

Results for CN1CC(=O)N(C2CCNCC2)Cc2c(NCC3CCCCC3)ncnc21 ?
12-LOX inh: inconclusive

How did CC(=O)Nc1ccc(S(=O)(=O)N2CCN(c3ccc(NCc4ccccc4)nn3)CC2)cc1 do in these assays?
12-LOX inh: 4.7%

What do the screens show for `CCN(CC)S(=O)(=O)N(C)CC1CCCN(CCc2ccccc2OC)C1` (stereo unspecified)?
12-LOX inh: 28.6%

How did CN(C)c1cccc(Oc2nnnn2[C@H]2CO[C@H]3[C@@H]2OC[C@@H]3NC(=S)Nc2cccc(C#N)c2)c1 do in these assays?
12-LOX inh: 32.5%[activator]

Results for COc1ccc(C2=NC(C(F)(F)F)(C(F)(F)F)N=C(N3CCOCC3)O2)cc1 ?
12-LOX inh: 91.3%[activator]

How did CCCn1nc(C(=O)Nc2ccccc2OC)c2ccccc2c1=O do in these assays?
12-LOX inh: -39.4%

Results for CCCCNC(=O)c1nnn2cc(C)[nH]c(=O)c12 ?
12-LOX inh: -5.3%

An excerpt from the list above, for reference:
Results for COCC(C)NC(=O)CCC1CCCO1 (stereo unspecified) ?
12-LOX inh: 0.9%

What do the screens show for `CC(=O)N1CCC2(CC1)OC(=O)N(Cc1ccccc1F)C2(C)c1ccccc1` (stereo unspecified)?
12-LOX inh: 4.2%[176 µM]

The listing picks up with the seven entries that preceded the break.
Results for CN1CC(=O)N(C2CCNCC2)Cc2c(NCC3CCCCC3)ncnc21 ?
12-LOX inh: inconclusive

How did CC(=O)Nc1ccc(S(=O)(=O)N2CCN(c3ccc(NCc4ccccc4)nn3)CC2)cc1 do in these assays?
12-LOX inh: 4.7%

What do the screens show for `CCN(CC)S(=O)(=O)N(C)CC1CCCN(CCc2ccccc2OC)C1` (stereo unspecified)?
12-LOX inh: 28.6%

How did CN(C)c1cccc(Oc2nnnn2[C@H]2CO[C@H]3[C@@H]2OC[C@@H]3NC(=S)Nc2cccc(C#N)c2)c1 do in these assays?
12-LOX inh: 32.5%[activator]

Results for COc1ccc(C2=NC(C(F)(F)F)(C(F)(F)F)N=C(N3CCOCC3)O2)cc1 ?
12-LOX inh: 91.3%[activator]

How did CCCn1nc(C(=O)Nc2ccccc2OC)c2ccccc2c1=O do in these assays?
12-LOX inh: -39.4%

Results for CCCCNC(=O)c1nnn2cc(C)[nH]c(=O)c12 ?
12-LOX inh: -5.3%

Results for CCCCSCc1cc(C(=O)N2Cc3nnc(C)n3C(C)C2)oc1C (stereo unspecified) ?
12-LOX inh: 1.8%

Results for COc1cc(OC)c2nc(-c3cc4c(c(OC)c3)OCCN(Cc3cn(C)nc3C)C4)cc(C)c2c1 ?
12-LOX inh: 36.7%[activator]

How did c1cnc2c(-c3nccc4c3[nH]c3ccccc34)cccc2c1 do in these assays?
12-LOX inh: 4.3%

How did Cc1cccc(CN(C(=O)c2ccco2)c2ccc(CC(=O)N3CCCC3)cc2)c1 do in these assays?
12-LOX inh: 29.9%

How did COCCCN(C)Cc1sccc1C do in these assays?
12-LOX inh: 35.7%[activator]

What do the screens show for `CS(=O)(=O)N1CC2(CCN(CC3CC3)CC2)Cc2ccccc21`?
12-LOX inh: -0.1%[6.33 µM]

How did O=C(O)C[C@@H]1CCN(C(=O)C2CCCC2)C[C@@H]1CCN(CCN1CCOCC1)c1ccccc1 do in these assays?
12-LOX inh: 49.8%[activator]

How did CN1CCN(c2ccc3nc(-c4c(N)c5c(F)cccc5[nH]c4=O)[nH]c3c2)CC1 do in these assays?
12-LOX inh: inconclusive

What do the screens show for `CNC(=O)CC1COCCN1C(=O)c1cccc(Cn2nc(C)cc2C)c1` (stereo unspecified)?
12-LOX inh: -16.6%

What do the screens show for `Cc1ccc(C(=O)OC(C)C(=O)NC(=O)NC2CCCCC2)c(O)c1` (stereo unspecified)?
12-LOX inh: 58.9%[activator]

What do the screens show for `O=C(CCc1ccsc1)N1CCCC(C(F)(F)F)C1` (stereo unspecified)?
12-LOX inh: 18.4%

How did COc1cccc(-c2cc(CNC(=O)[C@H]3O[C@@H](n4cnc(C(N)=O)n4)[C@H](O)[C@@H]3O)no2)c1 do in these assays?
12-LOX inh: -12.1%

What do the screens show for `COc1ccc(C(=O)NCc2nnc3cc(-c4nc(C)no4)ccn23)cc1`?
12-LOX inh: -6.6%

How did CC(C)(C)NC(=O)c1cccc(NC(=O)c2cccnc2)c1 do in these assays?
12-LOX inh: inconclusive

What do the screens show for `CC(=O)c1cc(C(=O)N2CCCC(CCc3ccccc3C)C2)[nH]n1` (stereo unspecified)?
12-LOX inh: 72.1%[activator]

What do the screens show for `CSCc1noc(Cc2c(C)nn(-c3ccccc3)c2C)n1`?
12-LOX inh: 68.0%[activator]

Results for CCN(Cc1cc(OC)c(OC)c(OC)c1)S(=O)(=O)c1ccccc1Br ?
12-LOX inh: -7.3%

Results for O=C(N[C@@H]1c2ccccc2C2(CCN(C(=O)c3ccc4c(c3)OCCO4)CC2)[C@H]1O)c1cccnc1 ?
12-LOX inh: 9.9%

How did C=CCNC(=O)NC(=O)CN(CC)c1cccc(F)c1 do in these assays?
12-LOX inh: inconclusive

What do the screens show for `CS(=O)(=O)c1ccc(C(=O)OCc2c(F)c(F)c(F)c(F)c2F)cc1`?
12-LOX inh: -20.7%

Molecules listed so far with a thiophene ring, fused or not (two):
How did COCCCN(C)Cc1sccc1C do in these assays?
12-LOX inh: 35.7%[activator]

What do the screens show for `O=C(CCc1ccsc1)N1CCCC(C(F)(F)F)C1` (stereo unspecified)?
12-LOX inh: 18.4%

(further entries)
Results for COC(=O)[C@H](Cc1ccc(OC)cc1)NC(=O)[C@H]1CN(C(=O)Nc2ccccc2)CCN1S(C)(=O)=O ?
12-LOX inh: -8.1%

How did O=c1c(-c2cccs2)nc2cnc(Oc3ccccc3)nc2n1Cc1cccs1 do in these assays?
12-LOX inh: 71.9%[activator]

Results for COCCn1cc(C(=O)NCCc2ccccc2OC)ccc1=O ?
12-LOX inh: -42.7%

What do the screens show for `O=C(NCc1nnc2ccccn12)[C@H]1CNC[C@H](C(=O)N2CCOCC2)C1`?
12-LOX inh: 2.6%

What do the screens show for `Cc1cccc(/C=N/NC(=O)c2ccccc2)c1`?
12-LOX inh: -0.7%

What do the screens show for `COc1ccccc1CC(=O)N1CCN(C(=O)c2nnn3c2COC(c2ccc(Cl)cc2)C3)CC1` (stereo unspecified)?
12-LOX inh: -11.6%

What do the screens show for `CCN(CC)C(=O)CC1COc2ccc(C(=O)NCCOC)cc2N1C` (stereo unspecified)?
12-LOX inh: 40.6%[activator]

What do the screens show for `CC(C(=O)NCc1ccccc1)C1CCOCC1` (stereo unspecified)?
12-LOX inh: 24.8%

What do the screens show for `COCc1cc(N2CCNC[C@@H]2C)ccc1N1CCN(Cc2ccccc2)[C@@H](C)C1`?
12-LOX inh: -6.8%

What do the screens show for `O=C(NCCc1c[nH]c2ccc(Cl)cc12)c1cccc(F)c1F`?
12-LOX inh: -3.7%

How did CC(=O)N(C1CC1)C1CCOC2(CCN(C(=O)c3ccc4nc[nH]c4c3)CC2)C1 (stereo unspecified) do in these assays?
12-LOX inh: 17.8%

What do the screens show for `Cc1ccccc1-c1csc(=S)[nH]1`?
12-LOX inh: inconclusive

Results for CCCCOC(=O)c1ccc(NC(=O)COC(=O)c2ccc3nc(C)c(C)nc3c2)cc1 ?
12-LOX inh: 6.6%

What do the screens show for `O=C(CC1=CCNCC1)N(Cc1ccccn1)CC1CCCO1` (stereo unspecified)?
12-LOX inh: 50.6%[activator]

How did CC(=O)N[C@@H](Cc1c[nH]c2ccccc12)C(=O)N1CCC(C)CC1 do in these assays?
12-LOX inh: 5.7%

Results for COc1ccccc1CCNc1ncnc2sc(C(=O)N3CCCC3)c(C)c12 ?
12-LOX inh: 4.0%

What do the screens show for `CN(C)C(=O)c1ccc(F)c(F)c1`?
12-LOX inh: -1.1%

What do the screens show for `O=C(NC1CCN(c2cc(-c3ccc(F)cc3)[nH]n2)CC1)c1ccc(OC(F)(F)F)cc1`?
12-LOX inh: 1.2%

Results for Cc1cc(C)c2oc(C(=O)Nc3ccc(S(N)(=O)=O)cc3)cc(=O)c2c1 ?
12-LOX inh: 1.2%

How did O=C(C1CCCC1)N1CCOC[C@H](Oc2ccc(C(F)(F)F)cc2)C1 do in these assays?
12-LOX inh: 63.7%[activator][176 µM]

What do the screens show for `Cc1ncsc1C(=O)N1CCc2c(n(Cc3cccnc3)n(CCc3ccccc3)c2=O)C1`?
12-LOX inh: 9.2%

How did O=C(NCCc1ccccc1)OCc1cn(Cc2cccc(Cl)c2)nn1 do in these assays?
12-LOX inh: 8.6%

What do the screens show for `CCN(CCn1cccn1)Cc1cnc(S(=O)(=O)Cc2ccccc2)n1CC(C)C`?
12-LOX inh: 23.0%

How did CCN(CC)S(=O)(=O)c1ccc(S(=O)(=O)Nc2ccc(SC#N)cc2F)cc1 do in these assays?
12-LOX inh: -59.1%

What do the screens show for `CCn1c(/C=C/c2cn(C)c3ccccc23)nc2ccccc2c1=O`?
12-LOX inh: 63.5%[activator]

Some of the compounds tested. The share of hits here may be higher or lower than overall.
